# Screens (PubChem BioAssay)
# 12-hLO inh – 12-hLO (ALOX12) enzyme inhibition. purified 12-hLO, xylenol orange hydroperoxide absorbance. Potency, µM (series often up to 57.1 µM), for inactives: top-dose activity change, negative = inhibition, most hits filed as inhibitors. hit rate 0.12% among 150,000. AID 1452; further: potency means the concentration at half of the fitted maximal effect; nearly all actives have a fitted effect of over 55% in size; many of its hits are not listed in these tables
#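 Purified human 12hLO (150 nM final) was preincubated with compounds for 15 min at room temperature in 25 mM Hepes pH 7.0, 0.01% Triton X-100, then reacted with 40 uM arachidonic acid for 30 min. Hydroperoxide was detected with ferrous iron/xylenol orange.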
# ALOX15B inhib – 15-hLO-2 (ALOX15B) enzyme inhibition; Potency, µM (top dose mostly 57.1 µM), for the others: top-dose activity change, negative = inhibition, most hits filed as inhibitors; O15296; purified 15hLO-2, xylenol orange hydroperoxide absorbance; AID 881; hit rate 0.56% among 110,000; further: potency means the concentration at half of the fitted maximal effect; nearly all actives have a fitted effect of over 60% in size; many of its hits are not listed in these tables
# Target sequence (O15296 whole entry, looked up): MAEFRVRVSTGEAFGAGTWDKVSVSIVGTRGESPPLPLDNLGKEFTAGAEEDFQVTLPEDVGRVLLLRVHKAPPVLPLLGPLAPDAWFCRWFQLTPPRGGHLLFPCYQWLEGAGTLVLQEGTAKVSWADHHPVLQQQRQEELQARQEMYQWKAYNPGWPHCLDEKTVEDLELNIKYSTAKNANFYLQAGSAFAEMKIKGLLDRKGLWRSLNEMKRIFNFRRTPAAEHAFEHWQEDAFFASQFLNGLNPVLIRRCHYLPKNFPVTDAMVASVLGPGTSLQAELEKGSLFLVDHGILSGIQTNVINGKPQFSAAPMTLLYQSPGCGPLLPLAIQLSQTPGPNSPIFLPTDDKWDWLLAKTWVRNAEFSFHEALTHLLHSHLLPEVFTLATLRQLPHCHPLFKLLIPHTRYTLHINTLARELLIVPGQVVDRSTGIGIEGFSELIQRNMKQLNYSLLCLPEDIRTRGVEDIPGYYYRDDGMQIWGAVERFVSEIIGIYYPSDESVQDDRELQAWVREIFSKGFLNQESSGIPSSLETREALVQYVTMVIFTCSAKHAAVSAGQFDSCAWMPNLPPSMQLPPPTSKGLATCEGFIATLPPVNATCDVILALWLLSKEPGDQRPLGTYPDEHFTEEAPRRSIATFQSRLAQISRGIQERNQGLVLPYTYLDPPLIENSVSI
#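 Read-out: hydroperoxide product oxidises ferrous iron, measured as xylenol orange complex via the 573-to-405 nm absorbance ratio after 30 min. Reaction: 50 nM enzyme, 15 min compound preincubation, 45 uM arachidonic acid, 90 min RT, Hepes pH 7.5 with Triton X-100.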
# PNC assembly inh – inhibitors of perinucleolar compartment assembly. PC3M PTB-GFP, PNC prevalence imaging, 16 h; stronger effect = lower value. activity change (PNC), negative = inhibition, % at 10 µM. hit rate 3.1% among 140,000. AID 2417;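 active means readout at or below -70, meaning at least 70% loss of cells showing the perinucleolar compartment, a nuclear body marking cancer cells; inconclusive means readout between -30 and a set limit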;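 further: plate controls were DMSO wells for no effect and camptothecin positive control wells for full effect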
#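 Compounds are pinned in duplicate onto adhered PC3M cells stably expressing GFP-tagged PTB and incubated 16 h at 37 C. Cells are then fixed, nuclei stained with Hoechst, and PNC-positive cells counted.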
# IMPase inh – IMPase inhibition in cells | P97697 | CHO-M1 cells, IP1 accumulation, HTRF TR-FRET ratio | inhibition (IP1 accumulation), % at 46.1 µM | 120,000 tested, under 10 active | AID 901; active means well fitted curve in the direction sought with a large enough effect in the signal ratio, not every such curve was filed as active; inconclusive means small, poorly fitted or top-dose-only effect, or a change in a side signal; inactive means no such curve, though single readings can be large or run the other way; the % refers to the signal ratio;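 further: cells stimulated with carbachol in lithium chloride buffer; plate controls were DMSO basal wells for no effect and reference inhibitor wells for full effect; higher means more IMPase inhibition seen as more IP1 and lower FRET ratio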
# Target sequence (P97697 whole entry, looked up): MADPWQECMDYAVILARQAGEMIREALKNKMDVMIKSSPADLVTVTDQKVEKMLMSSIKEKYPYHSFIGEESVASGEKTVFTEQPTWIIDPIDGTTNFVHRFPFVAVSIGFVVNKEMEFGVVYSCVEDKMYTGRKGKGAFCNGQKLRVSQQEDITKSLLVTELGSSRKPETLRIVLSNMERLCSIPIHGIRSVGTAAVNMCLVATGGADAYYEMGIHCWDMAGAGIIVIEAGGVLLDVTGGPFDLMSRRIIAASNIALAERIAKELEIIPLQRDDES
#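 Elevated IP1 in lysates lowers TR-FRET signal (665/620 ratio and 620 channel reported). Cells were CHO-M1, given carbachol (50 uM as added) plus 50mM LiCl, pH 7.4, 30 min, 37C; compounds titrated up to 46 uM; AC50 by Hill equation.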
# * = called active by the depositor; ? = inconclusive; . = not tested or not shown; [ ] = another dose, or the depositor's remark. Unless noted, the call rests on the fitted dose curve; in most records, active means well fitted curve in the direction sought with a large enough effect; inconclusive means small, poorly fitted or top-dose-only effect, or another doubt; inactive means no such curve, though single readings can be large; an effect the other way counts as inactive or inconclusive. Unless noted, on the % scale 0 is the no-effect control and ±100 the full control effect. Some of the compounds tested (hit frequency here may not be typical).
SMILES,12-hLO inh,ALOX15B inhib,PNC assembly inh,IMPase inh
O=C(COc1ccc2ccccc2c1)NNC(=O)Cc1cccc2ccccc12,-2%,-6%,-30,2
CCOC(=O)c1sc2nc(C)cc(C)c2c1N,8%,3%,?,-16
CC1=NN(/C(=N\c2nnc(C)s2)Nc2ccc(C(C)(C)C)cc2)[C@H](c2ccc(C)cc2)S1,-1%,.,27,5
COc1nc(/C(N)=N/O)nc(N2CCCCC2)n1,0%,.,45,7
Cc1ccc(-c2nc3nc4ccccc4nc3n2Cc2ccco2)cc1,-10%,-7%,?,9
CCOC(=O)C1C(=O)CC(C)(O)C(C(=O)OCC)C1c1ccccc1 (stereo not drawn),2%,.,-6,?
COc1ccc(S(=O)(=O)NCCCN2CCOCC2)c2ccccc12,2%,5%,?,2
O=c1c(-c2nc3ccccc3s2)cccn1Cc1ccc(Cl)cc1,-5%,-18%,-19,-6
COc1ccccc1-c1cncnc1Nc1ccc(F)cc1,1%,11%,.,.
OC(COC(c1ccc(Cl)cc1)c1ccc(Cl)cc1)CN1CCCC1 (stereo not drawn),1%,26%,?,-4
CSc1nc2ccccc2n1CC(=O)Nc1c(C)cccc1C,-3%,.,40,14
CC(=O)NCc1nc2ccccc2n1Cc1ccccc1F,-5%,-2%,-4,1
O=C1c2oc3ccccc3c(=O)c2C(c2ccccn2)N1Cc1ccccc1 (stereo not drawn),3%,8%,-6,1
COc1cccc(-c2nc(CS(=O)(=O)CC(=O)NCc3ccccc3OC)c(C)o2)c1,1%,.,-28,-12
O=C(COC(=O)[C@H](Cc1ccccc1)NC(=O)c1cccs1)NC1CC1,-1%,.,35,-1
Cc1ccc(Cn2nnc3c(=O)n(CC(=O)NCc4ccco4)cnc32)cc1,-6%,.,-12,11
[O-][n+]1onc2c3cc(-c4ccccc4)nnc3ccc21,-7%,-7%,25,8
CCCCCCc1ccc(-c2ncc(N)cn2)cc1,-7%,16%,?,6
Cc1cc(NC(=O)c2ccc(F)cc2F)n(-c2nc3ccccc3[nH]2)n1,-1%,-15%,-16,?
O=C(CSc1ccc2nnc(-c3ccc(Cl)cc3)n2n1)N1CCCc2ccccc21,-2%,.,?,?
COc1ccc(NC(C)=O)cc1NC(=O)CN1CCN(C(=O)c2ccco2)CC1,3%,2%,7,-2
CCOC(=O)c1ccc(Cn2c(-c3ccccc3)nnc2-c2ccccc2)o1,-11%,-3%[2.29 µM],3,10
CC(=O)c1ccc(NC(=O)c2cn(-c3ccccc3)nc2-c2ccncc2)cc1,0%,.,58,?
CC(C)CC(=O)O/N=C1\C(=O)N(c2ccccc2)c2ccccc21,5%,-1%,31,4
O=C(Nc1nnc(-c2ccccc2Cl)o1)c1nc2ccccc2s1,18%,6%,?,13

# Next compounds follow.
SMILES,12-hLO inh,ALOX15B inhib,PNC assembly inh,IMPase inh
CCOC(=O)c1cc(C#N)c(SC)nc1-c1ccccc1,-3%,1%,35,7
CN(C)c1nc(OCCNC(=O)Nc2ccccc2)nc(N(C)C)n1,0%,-7%,-3,3
CCOC(=O)c1sc(-n2[nH]c(C)cc2=O)nc1C,1%,18%,-21,-2
O=C(O)CNS(=O)(=O)c1ccc(Br)s1,-2%,5%,36,3
Cc1ccc(/C=C/C2=Cc3c(sc(NC(=O)CSc4n[nH]c(N)n4)c3C#N)C(C)(C)C2)o1,?,?,-3,-5
CSc1ncccc1C(=O)OCC(=O)NC1CCS(=O)(=O)C1 (stereo not drawn),1%,0%,10,-5
CC/C=C1/OC(=O)c2ccccc21,1%,2%,.,.
O=C1CCCCCCC1Sc1ccccc1[N+](=O)[O-] (stereo not drawn),-2%,2%,-3,10
CCOC(=O)Nc1ccc(C)cc1NC(=O)OCC,6%,-3%,39,5
COc1ccccc1C1(CC(=O)O)CCOC(C)(C)C1 (stereo not drawn),-5%,0%,4,4
CC(C)n1cnc2cc(NCc3ccco3)ccc21,7%,50%[activator],-29,1
COc1cc(OC)cc(C(=O)N2CCN(c3ccccc3F)CC2)c1,-1%,0%,?,-2
Cc1cc([N+](=O)[O-])cc(C)c1OCC(=O)N/N=C/c1ccc(OC(=O)c2ccccc2Br)cc1,-1%,.,62,.
COc1cc(C(=S)N2CCOCC2)cc(OC)c1OS(=O)(=O)c1ccc(NC(C)=O)cc1,3%,-22%,59,3
Cc1ccc(C(=O)O/N=C\c2ccc(N3CCOCC3)c([N+](=O)[O-])c2)cc1,4%,5%,-24,0
Cc1cccc2nc(CSc3nc4cc([N+](=O)[O-])ccc4s3)cn12,0%,.,?,.
Cc1ccc(C(C(=O)NC2CCCCC2)N(C(=O)CCCC(=O)Nc2ccccn2)c2ccc3c(c2)OCCO3)cc1 (stereo not drawn),-1%,.,?,.
CC(Sc1cccc[n+]1[O-])C(=O)Nc1cccc(S(=O)(=O)N2CCOCC2)c1 (stereo not drawn),-2%,.,-7,.
Cn1ncc(Br)c1C(=O)N/N=C/c1ccc(OS(=O)(=O)c2ccccc2)cc1,-1%,.,-80*,?
CC1CCN(c2c(NCc3ccc(C(=O)N4c5ccccc5CC4C)cc3)c(=O)c2=O)CC1 (stereo not drawn),-3%,.,18,-11
COC(=O)c1sc2nc(CSc3nc4ccc(C)cc4[nH]3)[nH]c(=O)c2c1C,-3%,-20%,5,2
O=C(CNc1ccccc1-c1ccccc1)NCc1ccccc1,4%,.,25,.
COC(=O)N/N=C/c1cn(CCCOc2ccccc2)c2ccccc12,-3%,.,105,.
Cc1ccc(C2CC(c3cccs3)=NN2S(=O)(=O)c2ccc(C)cc2)cc1 (stereo not drawn),0%,.,23,-3
COc1ccc(NC(=O)c2ccc(COCC(F)(F)C(F)F)cc2)cc1OC,9%,.,?,3

# Sorted by the number under ALOX15B inhib (largest number first): 3 from the list above
SMILES,12-hLO inh,ALOX15B inhib,PNC assembly inh,IMPase inh
CCOC(=O)c1sc(-n2[nH]c(C)cc2=O)nc1C,1%,18%,-21,-2
Cc1ccc(C(=O)O/N=C\c2ccc(N3CCOCC3)c([N+](=O)[O-])c2)cc1,4%,5%,-24,0
CCOC(=O)Nc1ccc(C)cc1NC(=O)OCC,6%,-3%,39,5

# (more compounds)
SMILES,12-hLO inh,ALOX15B inhib,PNC assembly inh,IMPase inh
CCS(=O)(=O)Nc1ccc(Cc2ccc(NS(=O)(=O)CC)cc2)cc1,3%,1%,?,11
COc1cc2c(cc1OC)C(SC)=NC(C)(C)C2,-1%,.,-9,14
CC(=O)Nc1ccc(NC(=O)CSCc2cnn(-c3ccccc3)c2-n2cccc2)cc1,-6%,-7%,?,8
Nc1nnnn1/N=C/c1ccccc1OCc1ccc(Cl)cc1,2%,.,?,12
CC(C)CC1NC(=O)N(CC(=O)N2CCN(S(=O)(=O)c3ccc(Cl)cc3)CC2)C1=O (stereo not drawn),4%,1%[2.29 µM],-22,-6
CCOC(=O)n1c(=O)oc2ccc(Cl)cc21,1%,.,-14,8
Cc1nc2c(cnn2-c2ccccc2Cl)c(=O)n1-c1ccc(N2CCC(C)CC2)cc1,-10%,-1%,?,11
Cc1cc(Nc2ccc(F)cc2)nc(N)n1,-2%,3%,-4,4
CN1CCN(c2ccc(NC(=O)COc3ccccc3Cl)cc2)CC1,15%,13%,?,-5
O=C(N1CCOCC1)N1CCN(S(=O)(=O)N2CCCCC2)CC1,-2%,-1%,?,-6
Cc1oc(-c2ccccc2F)nc1CSCC(=O)NCc1ccc2c(c1)OCO2,-4%,0%,?,-15
C/C=C/c1c(F)c(F)c(Oc2ccc(C(=O)O)cc2)c(F)c1F,5%,-6%,-84*,-2
CSC(=NCCCN1CCOCC1)NS(=O)(=O)c1cccs1,-2%,8%,-16,12
Cc1ccc(S(=O)(=O)N2CCCC2C(=O)N2CCCCCC2)cc1 (stereo not drawn),2%,4%[2.29 µM],-11,0
O=C1NC2=C(CCc3ccccc32)C(c2ccccc2)N1 (stereo not drawn),-4%,.,-113*,.
COc1cc(Cl)c(C)cc1NC(=O)COC(=O)C(NS(=O)(=O)c1ccc(Cl)cc1)C(C)O (stereo not drawn),?,.,10,.
COc1ccc(CCNC(=O)CN(c2ccccc2)S(C)(=O)=O)cc1OC,-8%,-4%,0,-12
O=C(O)CCn1c(=O)c2ccccc2c2ccccc2c1=O,-3%,-7%,17,3
CN(C)c1nc(SCC#N)nc(N2CCOCC2)n1,7%,-4%,?,-1
CN(CC(=O)Nc1ccccc1Oc1ccccc1)Cc1ccccc1F,-8%,.,18,13
CC(C)NC(=O)C(=O)NC1CCCCCC1,-2%,2%,-22,0
Fc1ccc2nc3n(c2c1F)CCCCCC3,1%,7%,2,2
NC(=O)C1(N2CCCCC2)CCN(Cc2ccccc2Cl)CC1,3%,-4%[2.29 µM],-2,2
CCOP1(=O)C=C(C(C)(C)C)OC1c1ccc(F)cc1 (stereo not drawn),-2%,-4%,-5,1
CN(C)CCNC(=O)Cn1nc(-c2ccc(Cl)cc2)ccc1=O,-5%,7%,?,4

# The listing continues:
SMILES,12-hLO inh,ALOX15B inhib,PNC assembly inh,IMPase inh
Brc1cc2c(cc1C1Nc3ccccc3C3C=CCC31)OCO2 (stereo not drawn),-2%,.,?,.
Cc1cccc2cc(CN(CCCN3CCOCC3)Cc3nnnn3C(C)(C)C)c(=O)[nH]c12,-1%,10%,38,0
O=C(NNC1=NCCC1)c1cccc(S(=O)(=O)N2CCCC2)c1,0%,.,-107*,.
Cc1cc(C)c(NC(=O)CS(=O)CC(=O)NCCCc2ccccc2)c(C)c1 (stereo not drawn),5%,.,-4,0
O=C1C=C(NCc2ccc(Cl)cc2Cl)C2(CCCCC2)O1,-2%,-13%,-27,7
Cn1c(SCC(=O)N2CCc3ccccc3C2)nnc1-c1ccncc1,-1%,.,?,.
C#CCn1c(=NC(=O)c2ccccc2[N+](=O)[O-])sc2cc(S(C)(=O)=O)ccc21,0%,.,-11,.
O=C(N1CCC(O)(c2cccnc2)CC1)C12CC3CC(CC(C3)C1)C2,-2%,6%,-10,3
CCc1c(C)sc(NC(=O)c2ccccc2[N+](=O)[O-])c1C(N)=O,1%,.,-28,.
Cn1nnc(C(O)CN2CCOCC2)n1 (stereo not drawn),-5%,-3%,?,-1
Brc1ccccc1-c1csnn1,0%,.,12,.
Cc1ccc(C)c(C(=O)CCC(=O)Nc2cccnc2)c1,2%,2%,?,2
OCCNc1nc(C2CC2)nc2c1nnn2Cc1ccccc1Cl,1%,-7%,?,-1
Cn1c(-c2c(N)n(-c3ccccc3)c3nc4ccccc4nc23)nc2ccccc21,3%,.,?,.
Cc1cc(C(F)F)n2nc(C(=O)Nc3ccc(F)cc3F)nc2n1,-6%,-4%,4,12

# Among those listed so far, 12 contain an aryl methoxy group.
SMILES,12-hLO inh,ALOX15B inhib,PNC assembly inh,IMPase inh
COc1nc(/C(N)=N/O)nc(N2CCCCC2)n1,0%,.,45,7
COc1ccc(S(=O)(=O)NCCCN2CCOCC2)c2ccccc12,2%,5%,?,2
COc1ccccc1-c1cncnc1Nc1ccc(F)cc1,1%,11%,.,.
COc1cccc(-c2nc(CS(=O)(=O)CC(=O)NCc3ccccc3OC)c(C)o2)c1,1%,.,-28,-12
COc1ccc(NC(C)=O)cc1NC(=O)CN1CCN(C(=O)c2ccco2)CC1,3%,2%,7,-2
COc1ccccc1C1(CC(=O)O)CCOC(C)(C)C1 (stereo not drawn),-5%,0%,4,4
COc1cc(OC)cc(C(=O)N2CCN(c3ccccc3F)CC2)c1,-1%,0%,?,-2
COc1cc(C(=S)N2CCOCC2)cc(OC)c1OS(=O)(=O)c1ccc(NC(C)=O)cc1,3%,-22%,59,3
COc1ccc(NC(=O)c2ccc(COCC(F)(F)C(F)F)cc2)cc1OC,9%,.,?,3
COc1cc2c(cc1OC)C(SC)=NC(C)(C)C2,-1%,.,-9,14
COc1cc(Cl)c(C)cc1NC(=O)COC(=O)C(NS(=O)(=O)c1ccc(Cl)cc1)C(C)O (stereo not drawn),?,.,10,.
COc1ccc(CCNC(=O)CN(c2ccccc2)S(C)(=O)=O)cc1OC,-8%,-4%,0,-12
